GLP-1R agonist – qHTS of GLP-1 Receptor Agonists; HEK293 GLP-1R CRE-luciferase, luminescence, 4-6 h; cells express a hypersensitive GLP-1R form; Potency, µM (series often up to 45.6 µM), without a hit: top-dose activation, most hits filed as activators; actives 0.007% (n = 380,000); AID 624172, 2012; further: % of control where 0% means no effect
Target sequence (P43220 whole entry, looked up): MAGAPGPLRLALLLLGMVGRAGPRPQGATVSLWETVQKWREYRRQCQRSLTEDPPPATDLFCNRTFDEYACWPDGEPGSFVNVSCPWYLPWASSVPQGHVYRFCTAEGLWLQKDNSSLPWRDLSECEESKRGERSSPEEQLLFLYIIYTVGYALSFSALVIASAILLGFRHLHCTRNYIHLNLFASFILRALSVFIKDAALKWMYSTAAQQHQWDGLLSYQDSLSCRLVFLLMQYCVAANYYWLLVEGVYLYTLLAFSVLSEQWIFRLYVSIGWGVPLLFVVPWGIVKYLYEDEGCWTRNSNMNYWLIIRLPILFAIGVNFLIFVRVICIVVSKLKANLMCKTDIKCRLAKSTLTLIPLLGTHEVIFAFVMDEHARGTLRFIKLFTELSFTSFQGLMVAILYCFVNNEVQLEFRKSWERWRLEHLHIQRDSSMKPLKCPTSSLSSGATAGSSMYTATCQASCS
KB-V1 MDR tox – qHTS assay for MDR1-selective chemotherapeutics: Primary screen using the drug-selected MDR subline cells KB-V1; Potency, µM (titrated, usually from 46.1 µM), for inactives: top-dose activity change, negative = cytotoxicity, usual class: cytotoxic; actives 3.4% (n = 400,000); AID 1347076, 2019; KB-V1 MDR cells viability, CellTiter-Glo, 72 h; further: on the % scale 0 is the no-effect control and ±100 the full control effect; nearly all actives have a fitted effect of over 60% in size
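Luminescent ATP read-out (CellTiter-Glo, 10 min) measures survival of drug-selected KB-V1 MDR cells after 72 h, 37 degrees C compound exposure. Medium: phenol-red-free DMEM, 10% FBS. Values from fitted concentration-response curves.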
GLP-1R inv ag – qHTS of GLP-1 Receptor Inverse Agonists (Inhibition Mode) | HEK293 GLP-1R CRE-luciferase, luminescence, 24 h; GLP-1R form is constitutively active | Potency, µM (highest dose often 38.3 µM), for inactives: at the highest dose activity change, negative = inhibition, most hits filed as inhibitors | actives 1.6% (n = 410,000); further: on the % scale 0 is the no-effect control and ±100 the full control effect; nearly all actives have a fitted effect of over 55% in size
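Readout was luciferase luminescence, measured 12 min after detection reagent at room temperature. Beforehand, GLP-1R reporter HEK293 cells had sat 12 h, then received compounds for 24 hr at 37 deg C.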
SW480 rerep – A quantitative high throughput screen for small molecules that induce DNA re-replication in SW480 colon adenocarcinoma cells; SW480 DNA re-replication, Hoechst DNA content imaging, 48 h; Potency, µM (highest dose often 46.1 µM), for inactives: at the top dose re-replication activation, most hits filed as activators; actives 1.8% (n = 340,000); further: % of control where 0% means no effect; nearly all actives have a fitted effect of over 55% in size
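First, 250 cells per well were seeded. Next, compound or vehicle (23 nL) was pinned in, plates sat 48 hr at 37 C. Finally Hoechst was added for 40 min before fluorescence scanning.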
HT1080 IDH1KD tx – qHTS for induction of synthetic lethality in tumor cells producing 2HG: qHTS for the HT-1080-IDH1KD cell line; AID 686971, 2013; actives 2% (n = 360,000); Potency, µM (doses to about 46.1 µM), inactives show at the highest dose activity, negative = toxicity, actives largely listed as cytotoxic; HT-1080 IDH1 knockdown viability, ATP luminescence, 48 h;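 further: 0% = DMSO wells and -100% = cell-free medium wells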
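Viability of IDH1-knockdown HT-1080 fibrosarcoma cells was assessed by CellTiter-Glo after 48 h at 37 °C with titrated compound; concentration-effect curves were classified by fit quality and response size.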
KB-3-1 cytotox – qHTS assay for MDR1-selective chemotherapeutics: Primary screen using the parental adenocarcinoma cell KB-3-1; KB-3-1 viability, CellTiter-Glo ATP luminescence, 72 h; Potency, µM (series often up to 46.1 µM), for the others: at the top dose activity change, negative = cytotoxic, actives largely listed as cytotoxic; actives 1.4% (n = 400,000); AID 1347075, 2019; further: on the % scale 0 is the no-effect control and ±100 the full control effect; nearly all actives have a fitted effect of over 60% in size
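Parental KB-3-1 viability, qHTS format: 72 h compound exposure, 37 °C; CellTiter-Glo; media-only wells and DMSO plates as controls; concentration-effect fits on corrected data.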
GLP1R cytotox – qHTS of GLP-1 Receptor Inverse Agonists: Cytotox Screen. Potency, µM (titrated, usually from 38.3 µM), without a hit: at the top dose activity change, negative = inhibition, usual class: inhibitors. HEK293 cAMP-luciferase reporter cells, luminescence, 24 h. AID 624418, 2012. actives 0.13% (n = 410,000);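 further: loss of luciferase light is scored as toxicity; on the % scale 0 is the no-effect control and ±100 the full control effect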
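MLSMR compounds, 24 hr on cells at 37 deg C/5% CO2; luminescence after luciferase reagent (12 min RT). Inhibition counted as the undesired cytotoxic outcome.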
TDP-43 yeast inh – qHTS of TDP-43 Inhibitors. actives 1.8% (n = 410,000). AID 652104, 2013. Potency, µM (titrated, usually from 46.1 µM), without a hit: at the top dose growth rescue (activation), actives largely listed as activators. TDP-43 expressing yeast growth rescue, BacTiter-Glo, 24 h; further: % of control where 0% means no effect; nearly all actives have a fitted effect of over 50% in size
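Readout is BacTiter-Glo luminescence of cell growth, so inhibitors register as activators. TDP-43-expressing yeast at OD600=0.02 in galactose medium, after raffinose pregrowth to mid-log, were incubated with compound for 24 hr at 30 deg C.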
HT1080NT lethal – qHTS for induction of synthetic lethality in tumor cells producing 2HG: qHTS for the HT-1080-NT fibrosarcoma cell line | actives 1.6% (n = 360,000) | Potency, µM (titrated, usually from 46.1 µM), for the others: at the highest dose activity, negative = less viability, usual class: cytotoxic | AID 686970, 2013 | HT-1080-NT fibrosarcoma viability, CellTiter-Glo ATP luminescence, 48 h;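 further: NT is the 2HG producing partner of a matched IDH1 knockdown line; 0% = DMSO-treated cells and -100% = media-only wells without cells; nearly all actives have a fitted effect of over 55% in size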
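Compounds were tested in concentration-response format on HT-1080-NT cells for 48 hours at 37 degrees C. Cell viability came from CellTiter-Glo luminescence; curves were classified by r2, response magnitude and activity.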
The depositor's hits bear a star; ? = inconclusive; · = no result given; & = joins results of further samples; [ ] = remark or other dose. The call rests on the fitted dose curve; in most records, active means well fitted curve in the direction sought with a large enough effect; inconclusive means small, poorly fitted or top-dose-only effect, or another doubt; inactive means no such curve, though single readings can be large; an effect the other way counts as inactive or inconclusive. Potency means the concentration at half of the fitted maximal effect.

SMILES	GLP-1R agonist	KB-V1 MDR tox	GLP-1R inv ag	SW480 rerep	HT1080 IDH1KD tx	KB-3-1 cytotox	GLP1R cytotox	TDP-43 yeast inh	HT1080NT lethal
CCOC(=O)CS(=O)(=O)c1ccc(C(F)(F)F)cn1	-10%	2%	1%	2%	9%	15%	-4%	20%	13%
CCC(C)c1ccccc1NC(=O)c1cccnc1 (centres undefined)	-1%	-7%	-3%	-1%	5%	?	4%	-13%	23%
CN(CC(=O)N1CCc2ccccc2C1)c1ccccc1	6%	1%	-23%	-3%	6%	0%	3%	21%	13%
Cc1nc(SCCOc2ccccc2F)[nH]c(=O)c1Cc1ccccc1	7%	-4%	-8%&-3%	5%	29%	-3%	-14%&5%	-14%[1.82 µM]	16%
O=C(COc1ccccc1)NCCc1csc(-c2ccc(F)cc2)n1	·	12%	-21%	·	·	7%	0%	?	·
OCc1cn(-c2ccc(Cl)cc2)nn1	0%	3%	7%	-8%	0%	?	4%	-3%	2%
CC1=C(C(=O)Nc2ccc(Cl)cc2)C(c2ccc(C(F)(F)F)cc2)n2nnnc2N1 (centres undefined)	-4%	-3%	?	·	·	-23%	-7%	?	·
O=C(/C=C/c1ccco1)NCC1(c2ccccc2)CCCC1	0%	6%	?	-2%	5%	10%	-1%	23%	15%
Cn1c(-c2sccc2OCc2ccc(Cl)cc2Cl)n[nH]c1=S	3%	?	?	18%	-10%	?	-2%	?	-11%
CC(=O)c1cccc(-n2nnnc2SCC(=O)Nc2ccccc2N2CCCCC2)c1	2%	?	?	?	-25%	?	2%	28%	-21%
CN(C(=O)CC1C(=O)NCCN1Cc1cccc(F)c1F)C1CC(C)(C)NC(C)(C)C1 (centres undefined)	-10%	-1%	19%	1%	1%	0%	2%	-20%	0%
Cc1cc(C)nc(NC(=O)c2c(Cl)cccc2Cl)n1	4%	-30%	7%	-5%	10%	5%	-3%	4%[9.22 µM]	10%
Fc1cc(F)c2nc(N3CCCCC3)sc2c1	8%	0%	-3%	-11%	9%	0%	-5%	13%	3%
COc1ccc(C2SC[C@@H](C(=O)O)N2C(C)=O)cc1 (some centres undefined)	6%	?	1%	0%	21%	-7%	1%	-11%	28%
O=C(Nc1ccccc1Cl)c1ccc(C(=O)Nc2ccccc2Cl)cc1	0%	-4%	22%	7%	-4%	-3%	73%[activator]	-6%	-2%
CCOc1ccccc1NC(=O)c1c(NC(=O)CCC(=O)O)sc2c1CCCCC2	-7%	26%	47%[activator]	2%	9%	-1%	-9%	-11%	1%
CN1C(C)(C)CC(O)(C(=O)O)CC1(C)C	-7%	3%	-7%	·	12%	0%	1%	6%	25%
O=C(NCCCN1CCCC1)c1[nH]c(C(F)(F)F)nc1-c1ccccc1	3%	15%	3%	·	4%	0%	2%	15%	26%
COc1ccc(OCCC(=O)OCC(=O)Nc2ccc(S(=O)(=O)N3CCOCC3)cc2)cc1	2%	-9%	11%	-4%	-11%	2%	2%	-9%	-11%
COc1cccc(CNC(=O)CSCc2cnn(-c3ccccc3)c2-n2cccc2)c1	6%	-15%	0%	6%	8%	-3%	2%	?	7%

Look-ups from the results shown.
OCc1cn(-c2ccc(Cl)cc2)nn1 in SW480 rerep: -8%
Fc1cc(F)c2nc(N3CCCCC3)sc2c1 in GLP-1R inv ag: -3%
CN(C(=O)CC1C(=O)NCCN1Cc1cccc(F)c1F)C1CC(C)(C)NC(C)(C)C1 (centres undefined) in HT1080NT lethal: 0%
Cn1c(-c2sccc2OCc2ccc(Cl)cc2Cl)n[nH]c1=S in GLP-1R agonist: 3%
CC(=O)c1cccc(-n2nnnc2SCC(=O)Nc2ccccc2N2CCCCC2)c1 in HT1080NT lethal: -21%
O=C(Nc1ccccc1Cl)c1ccc(C(=O)Nc2ccccc2Cl)cc1 in KB-V1 MDR tox: -4%

3 compounds already listed, arranged by the number in GLP-1R agonist, falling:
SMILES | GLP-1R agonist
Cc1nc(SCCOc2ccccc2F)[nH]c(=O)c1Cc1ccccc1 | 7%
O=C(NCCCN1CCCC1)c1[nH]c(C(F)(F)F)nc1-c1ccccc1 | 3%
CCC(C)c1ccccc1NC(=O)c1cccnc1 (centres undefined) | -1%

(continued)
SMILES	GLP-1R agonist	KB-V1 MDR tox	GLP-1R inv ag	SW480 rerep	HT1080 IDH1KD tx	KB-3-1 cytotox	GLP1R cytotox	TDP-43 yeast inh	HT1080NT lethal
O=C(NCCCO)c1ccc2[nH]c3c(c2c1)CCCC3	-1%	28%	9%	2%	0%	5%	0%	5%	1%
O=C1c2cccnc2C(O)N1Cc1ccccc1 (centres undefined)	5%	10%	-6%	-14%	7%	0%	-8%	-12%	6%
Nn1c(SCc2ccccc2F)nnc1-c1cccnc1	3%	30%	2%	-17%	1%	9%	2%	1%	-5%
C[C@H](CO)N1C[C@H](C)[C@@H](CN(C)S(=O)(=O)c2ccccc2)Oc2ccc(NS(=O)(=O)c3ccc(F)cc3)cc2C1=O	-1%	2%	2%	2%[9.22 µM]	9%	-6%	3%	20%	1%
CCN1CCN(C(=O)Cn2c(-c3cccs3)cc3ccccc32)CC1	·	-8%	6%	·	·	2%	-2%	13%	·
O=C(CN(Cc1ccccc1)S(=O)(=O)c1ccc2c(c1)OCCO2)N/N=C/c1ccc(F)cc1	5%	-6%	?	-4%	-9%[9.24 µM]	-10%	7%	-22%	?
O=C(CNc1cc(S(=O)(=O)N2CCOCC2)ccc1NCC1CCCO1)Nc1cccc(F)c1 (centres undefined)	4%	-16%	14%	27%	-4%	?	4%	-12%	-2%
Cc1ccc(C(=O)Nc2ncc(C)s2)s1	-2%	1%	?	7%	-16%	-4%	0%	1%	-10%
CCOC(=O)C(C(=O)NCc1cccc(OC)c1)c1ncc(C(F)(F)F)cc1Cl (centres undefined)	0%	?	-25%	0%	-4%	13%	1%	10%	-1%
COc1ccc(Nc2cc(C(=O)NCc3ccco3)c3ccccc3n2)c(OC)c1	10%	0%	?	13%	-3%	-2%	7%	-21%	-1%
COC(=O)c1cnn(-c2ccccc2)c1C(OC)OC	6%	15%	23%	-15%	11%	?	-7%	0%	14%
NC(=S)N=Nc1c(O)[nH]c2c(Br)cc(Br)cc12	4%	-13%	?	?	0%	0%	?	-2%	-2%
COc1cc2[nH]c(=O)n(CCC(=O)N3CCN(c4cccc(C)c4C)CC3)c(=O)c2cc1OC	15%	2%	12%	-11%	16%	-8%	16%	2%	-4%
Cc1ccccc1NNC(N)=S	2%	-2%	9%	-4%	0%	1%	5%	-6%	0%
CSCCC1NC2(C(=O)Nc3c(Cl)cccc32)[C@@H]2C(=O)N(C3CCCC3)C(=O)[C@H]12 (some centres undefined)	-7%	5%	0%	-4%	2%	-2%	9%	10%	-4%
Cc1c([N+](=O)[O-])cc(S(=O)(=O)Nc2ccc(-c3ccc(N4CCCC4)nn3)cc2)cc1[N+](=O)[O-]	-10%	-8%	-25%	1%	1%	13%	-22%	1%	4%
COCCNC(=O)C1(S(=O)(=O)c2ccccc2)CC=CC1	2%	-13%	12%	-3%	5%	1%	17%	0%	4%
CC(NC(=O)COC(=O)c1ccc(OCC2CCCO2)cc1)c1ccccc1Cl (centres undefined)	-3%	3%	?	4%	4%	18%	1%	13%	2%
N#Cc1ccc(C(c2nnnn2CCc2ccccc2)N2CCCCCC2)cc1 (centres undefined)	-2%	?	?	-3%	?	-18%	-8%	0%	?
Cc1ccc(CSc2nn3c(=O)c(C)nnc3s2)cc1	-1%	-6%	11%	-8%	18%	19%	-6%	-7%	16%

Not a retest: entries from further up.
SMILES	GLP-1R agonist	KB-V1 MDR tox	GLP-1R inv ag	SW480 rerep	HT1080 IDH1KD tx	KB-3-1 cytotox	GLP1R cytotox	TDP-43 yeast inh	HT1080NT lethal
N#Cc1ccc(C(c2nnnn2CCc2ccccc2)N2CCCCCC2)cc1 (centres undefined)	-2%	?	?	-3%	?	-18%	-8%	0%	?
Cc1ccc(CSc2nn3c(=O)c(C)nnc3s2)cc1	-1%	-6%	11%	-8%	18%	19%	-6%	-7%	16%

Continued:
SMILES	GLP-1R agonist	KB-V1 MDR tox	GLP-1R inv ag	SW480 rerep	HT1080 IDH1KD tx	KB-3-1 cytotox	GLP1R cytotox	TDP-43 yeast inh	HT1080NT lethal
COc1ccc2nc3oc(C(=O)Nc4ccc(OC)c(OC)c4)cc3cc2c1	9%	0%	0%	5%	-4%	4%	3%	5%	-14%
Nc1ncnc2c1ncn2[C@@H]1O[C@H](CNCC(O)CO)[C@@H](O)[C@H]1O (some centres undefined)	9%	-8%	12%	-38%[inhibitor]	7%	6%	-3%	7%	13%
O=C1CCCN1c1ccc(C(=O)N(Cc2nnc(-c3ccccc3Cl)o2)C2CC2)cc1	-2%	?	8%	?	-14%	2%	-7%	-10%	-8%
CN(C)S(=O)(=O)c1ccc(S(=O)(=O)NCc2cccs2)cc1	7%	-25%	6%	2%	1%	12%	0%	-22%	-1%
CCCCCCn1c(=O)c(Cc2ccccc2)c(O)c2ccccc21	6%	0%	-26%	-8%	0%	14%	-8%	-24%[0.397 µM]	-7%
COC(=O)c1cccc(Cn2c(Cl)c(/C=N/NC(=O)c3ccccc3Cl)sc2=O)c1	1%	?	1%	?	-11%	-6%	0%	0%	-15%
COc1ccc(COC(=O)C2=C(C)NC(=O)NC2c2ccc(F)cc2)cc1 (centres undefined)	-5%	?	?	2%	-18%	-15%	-4%	7%	-27%
CCCOc1ccc(/C=N/Nc2ccccn2)cc1OC	11%	-29%	2%	-8%	-14%	9%	13%	-9%	-14%
Cc1noc(C)c1COc1cccc(C(=O)Oc2ccc3c(c2)OCO3)c1	4%	7%	-2%	1%	-14%	10%	4%	-8%	0%
COC(=O)N/N=C/c1c(C)cc(C)cc1C	-1%	-2%	6%	-5%	28%	3%	-6%	10%	18%
CCCC(CCC(=O)Nc1nccs1)C(=O)O (centres undefined)	20%	2%	-1%	-7%	10%	14%	-7%	-20%	26%

Screens (PubChem)
